uPA generation: inhibitors of cell surface uPA generation; cell surface uPA generation assay, qHTS; AID 540303; Potency, µM (series often up to 38.3 µM), without a hit: at the highest dose activity change, negative = inhibition, most hits filed as inhibitors; 330,000 compounds, 0.31% hits; active = well fitted inhibition curve with a large enough effect; inconclusive = small, poorly fitted or top-dose-only effect; inactive = no such curve, though single readings can be large or run the other way; tested in mouse RAW 264.7 cells; also: potency is read from the fitted curve at half-maximal effect; % is scaled to controls: 0 for no effect and ±100 for the full control effect; nearly all actives have a fitted effect of over 55% in size
a7 integrin act: activators of alpha7 integrin expression for muscular dystrophy. 350,000 compounds, 0.064% hits. Potency, µM (doses to about 38.3 µM), for the others: at the highest dose activation, usual class: activators. alpha7betagal myoblasts, beta-gal FDG fluorescence, 48 h;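 also: potency is read from the fitted curve at half-maximal effect; 100% = response of the positive control SU9516; nearly all actives have a fitted effect of over 60% in size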
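alpha7betagal+/- myoblasts (passage 13, 250/well) treated 48 h at 37C with compounds at 1:260 dilution of DMSO stock. Lysed, then beta-galactosidase activity read as FDG fluorescence (ex 480/em 540) after 30 min, with pre-read for autofluorescence.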
TRPV1 ag: agonists of human vanilloid receptor 1 (TRPV1); Q8NER1; TRPV1-expressing cells, Fluo-8 calcium influx, agonist mode; activation, % at 8.33 µM; 320,000 compounds, 0.19% hits; in the data active = activation above about 80%; inconclusive = between about 30% and that limit; also: 0% is about no effect
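Cells expressing TRPV1 were dye-loaded with Fluo-8 and read kinetically: 10 s baseline, 3 min after compound (agonist portion), then 2 min after EC20 capsaicin (allosteric enhancer portion). Calcium-bound dye fluorescence at 480/520 nm.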
ASM inhibitor: inhibitors of human secretory acid sphingomyelinase; P17405; placental ASM, HMU-PC fluorogenic substrate, 60 min; Potency, µM (highest dose often 57.5 µM), for inactives: at the top dose activity change, negative = inhibition, most hits filed as inhibitors; 340,000 compounds, 0.006% hits; also: potency is read from the fitted curve at half-maximal effect
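HMU-PC0 cleavage (9 uM final) by human placental ASM, 60 min at 37 °C following 10 min compound exposure at RT; stopped at pH 10, fluorescence Ex 386/Em 447 nm.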
ELG1 genotox: inducers of genotoxicity in HEK293T ELG1-luciferase cells. HEK293T ELG1-luciferase reporter, luminescence, 16 h. Potency, µM (titrated, usually from 46 µM), for the others: at the highest dose activity change, positive = activation, usual class: activators. 330,000 compounds, 1.3% hits. AID 504466; also: potency is read from the fitted curve at half-maximal effect; % of control where 0% means no effect; nearly all actives have a fitted effect of over 60% in size
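DMSO vehicle served as control against compound-treated ELG1-luciferase HEK293T cells; exposure lasted 16 hr at 37 °C and 5% CO2, followed by ONE-Glo luminescence detection after 30 min.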
B2AR arrestin: beta2AR (human) beta-arrestin recruitment activity; beta-arrestin recruitment to beta2AR, cell-based reporter; Potency, µM (titrated, usually from 46.1 µM), without a hit: at the top dose activation, usual class: activators; 330,000 compounds, 0.02% hits;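 also: potency is read from the fitted curve at half-maximal effect; 0% = DMSO controls and full agonism = EC100 isoproterenol or metaproterenol; nearly all actives have a fitted effect of over 65% in size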
Target sequence (P07550 whole entry, looked up): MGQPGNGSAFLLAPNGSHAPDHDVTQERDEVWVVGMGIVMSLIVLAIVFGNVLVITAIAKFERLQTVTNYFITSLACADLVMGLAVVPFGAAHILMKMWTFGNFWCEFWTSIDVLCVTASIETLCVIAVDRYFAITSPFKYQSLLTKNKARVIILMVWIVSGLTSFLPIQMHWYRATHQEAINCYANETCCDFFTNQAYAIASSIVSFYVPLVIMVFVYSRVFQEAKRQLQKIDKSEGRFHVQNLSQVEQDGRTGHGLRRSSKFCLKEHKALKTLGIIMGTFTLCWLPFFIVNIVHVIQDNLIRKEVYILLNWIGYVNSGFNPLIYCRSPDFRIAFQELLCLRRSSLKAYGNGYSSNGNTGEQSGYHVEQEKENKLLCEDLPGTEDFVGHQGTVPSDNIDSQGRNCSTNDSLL
BRCA1 expr act: increases BRCA1 expression | MCF7-BRCA1-FFLuc reporter, luminescence, 48 h; response scale: scaled: vehicle 0%, 10 µM genistein 100% | Potency, µM (titrated, usually from 46.1 µM), for the others: at the top dose activation, hits mostly activators | 380,000 compounds, 1.1% hits; also: potency is read from the fitted curve at half-maximal effect; nearly all actives have a fitted effect of over 80% in size; some results filed as inactive show a strong effect at the top dose
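Using MCF7 cells harboring a BRCA1 firefly luciferase reporter, plated 2 h before compound pinning, the screen measured luminescence after 48 h incubation. Responses were normalized to DMSO and 10 microM genistein, then fitted for concentration-effect.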
USP2a block: USP2a (human) protease inhibition. O75604. 330,000 compounds, 0.01% hits. USP2 core, Ub-CHOP2 coupled fluorogenic reporter, 485/531. AID 463254. Potency, µM (titrated, usually from 38.3 µM), for inactives: at the highest dose activity change, negative = inhibition, hits mostly inhibitors;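 also: potency is read from the fitted curve at half-maximal effect; plate controls were DMSO wells for no effect and full inhibition by NEM control for full effect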
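Cell-free coupled assay: 10nM USP2 core preincubated 30min RT with compound in Tris-HCl pH 8.0/CaCl2/CHAPS buffer, then 25nM Ub-CHOP2 and 25nM reporter substrate; fluorescence (Ex 485/Em 531) read after 60min RT, normalized to NEM inhibition, concentration-response curves fitted.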
PTAP TSG101 blk: blocks PTAP/TSG101 interaction to inhibit HIV-1 budding. Q99816. Fluorescence polarization, FITC-PTAP peptide / Tsg101 binding. Potency, µM (top dose mostly 115 µM), inactives show at the top dose activity change, negative = inhibition, most hits filed as inhibitors. 340,000 tested, under 10 active. AID 493005; active = well fitted inhibition curve with a large enough effect in the main read-out, with a control signal flat, not every such curve was filed as active; inconclusive = small, poorly fitted or top-dose-only effect, or effect the other way, or a change in a side signal; inactive = no such curve, though single readings can be large or run the other way; also: potency is read from the fitted curve at half-maximal effect; % of control where 0% means no effect
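FP read-out: FITC-PTAP peptide, 50 nM final, binding Tsg101 binding domain, 10 uM final; 20 min, r.t.; 10 mM HEPES pH 7.5, 0.15 M NaCl, 0.01% Tween 20, 3 mM EDTA, 0.1 mM TCEP.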
Eya2 inh: inhibitors of human Eya2 phosphatase activity; recombinant Eya2, OMFP fluorescence dephosphorylation (OMFP is methylfluorescein phosphate); Potency, µM (series often up to 76.9 µM), inactives show top-dose activity, negative = inhibition, usual class: inhibitors; 330,000 compounds, 0.006% hits; AID 488837; also: potency is read from the fitted curve at half-maximal effect; % is scaled to controls: 0 for no effect and ±100 for the full control effect
Target sequence (O00167 whole entry, looked up): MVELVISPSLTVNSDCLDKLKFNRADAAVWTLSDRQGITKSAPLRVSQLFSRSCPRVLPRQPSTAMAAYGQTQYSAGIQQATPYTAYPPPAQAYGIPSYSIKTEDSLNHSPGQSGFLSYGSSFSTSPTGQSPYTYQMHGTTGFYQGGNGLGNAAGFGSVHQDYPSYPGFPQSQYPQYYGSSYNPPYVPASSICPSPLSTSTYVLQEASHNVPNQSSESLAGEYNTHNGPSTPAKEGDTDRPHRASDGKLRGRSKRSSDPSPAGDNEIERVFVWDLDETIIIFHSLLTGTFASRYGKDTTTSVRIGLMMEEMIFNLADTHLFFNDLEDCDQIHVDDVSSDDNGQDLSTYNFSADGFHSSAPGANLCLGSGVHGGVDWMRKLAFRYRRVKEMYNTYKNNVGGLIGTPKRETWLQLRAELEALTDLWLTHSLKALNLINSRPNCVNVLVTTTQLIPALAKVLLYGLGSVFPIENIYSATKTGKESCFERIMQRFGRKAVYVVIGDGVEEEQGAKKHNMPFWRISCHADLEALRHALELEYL
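Eya2 (0.2 uM) preincubated 10 min at ambient with compound, then OMFP substrate added at 50 uM; 10 min reaction in 50 mM HEPES pH 7.5, 50 mM NaCl, 5 uM MgCl2, 0.05% BSA, 1 mM DTT. Fluorescence read at Ex 485/Em 525 nm.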
p53 reactivator: mutant p53 re-activation in reporter cells; H1299 p53-A138V BP100-luciferase reporter, luminescence, 24 h; Potency, µM (titrated, usually from 92.2 µM), for inactives: at the top dose activity change, positive = activation, usual class: activators; 320,000 compounds, 0.063% hits; AID 504706; also: potency is read from the fitted curve at half-maximal effect; % of control where 0% means no effect; nearly all actives have a fitted effect of over 45% in size
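p53-null H1299 cells stably carrying temperature-sensitive p53-A138V and a BP100-luciferase reporter were pinned with compounds (4-point, 1:5 series) and held 24 hrs at 37 deg C. Luminescence was read 10 min after detection reagent.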
* = called active by the depositor; u = inconclusive; x = no result given; [ ] = dose if it differs, or a comment. Unless noted, calls follow the shape of the dose curve; as a rule, active = well fitted curve in the direction sought with a large enough effect; inconclusive = small, poorly fitted or top-dose-only effect, or another doubt; inactive = no such curve, though single readings can be large; an effect the other way counts as inactive or inconclusive.

Each structure is followed by: uPA generation	a7 integrin act	TRPV1 ag	ASM inhibitor	ELG1 genotox	B2AR arrestin	BRCA1 expr act	USP2a block	PTAP TSG101 blk	Eya2 inh	p53 reactivator
- O=C(NCCO)C(=O)Nc1cc2c3c(c1)CCN3C(=O)CC2
 : 12%	-4%	3	-3%	2%[9.26 µM]	-0.1%	1%	2%	1%	0%	11%
- C#CCOCCOCCOCCNc1nc(N2CCN(C(=O)[C@H](CO)n3cc([C@@H](N)C(C)C)nn3)CC2)nc(N2CCN(C(=O)[C@H](CCC(=O)O)n3cc([C@@H](N)[C@H](C)CC)nn3)CC2)n1
 : 2%	23%	x	3%	4%	-0.3%	5%	3%	-1%	-9%	3%
- Cc1ccc(CC2S/C(=C(/C#N)C(=O)NCc3ccco3)N(c3ccccc3)C2=O)cc1 (centres undefined)
 : -2%	7%	-4	2%	5%	-0.8%	17%	-17%	-2%	5%	4%
- COc1ccccc1N1CCN(CC(=O)Nc2nc(C)c(C(=O)N(C)C)s2)CC1
 : 14%	37%	-1	0%	2%	0.2%	3%	-1%	-1%	5%	x
- COC(=O)C1CCN(CC(=O)Nc2ccc3c(c2)OCCO3)CC1
 : 4%	23%	x	0%	1%	-0.5%	36%	0%	-3%	-17%	17%
- O=C(Nc1ccc2nc(-c3ccc(Br)o3)[nH]c2c1)c1cccs1
 : -1%	-13%	8	u	-1%	-0.9%	10µM*	-2%	-4%	8%	28%
- COc1ccc(F)cc1S(=O)(=O)NC1CCCCCC1
 : 1%	3%	25	4%	-3%	-0.1%	0%	0%	-8%	-11%	9%
- COc1ccccc1CC(=O)Nc1ccc2c(c1)C(=O)NC2=O
 : 1%	-11%	9	2%	-5%	-0.3%	8%	0%	-3%	0%	-2%
- COc1cccc(-c2ocnc2C(=O)Nc2ccc3c(c2)CCC3)c1
 : 0%	18%	2	-1%	16%	-0.3%	-9%	2%	0%	-1%	6%
- COc1ccc(NC(=O)CN2C(=O)NC3(CCCCC3C)C2=O)cc1OC (centres undefined)
 : 5%	-11%	-1	5%	2%	-0.3%	-6%	-2%	-5%	10%	0%
- CC1CCN(C(=O)c2[nH]cnc2C(=O)N[C@@H](C)C(=O)OC(C)(C)C)CC1
 : 5%	1%	-1	6%	2%	-0.3%	4%	-3%	-9%	6%	1%
- CSc1nc(-c2ccccc2)cn1-c1ccc(NC(C)=O)cc1
 : -2%	u	24	-5%	16%	-0.5%	95%	1%	-2%	0%	-1%
- O=C(Cc1ccc(NC(=O)C2CCCN(C(=O)C3CC3)C2)cc1)Nc1cccc(C(=O)N2CCCCC2)c1 (centres undefined)
 : 11%	0%	x	4%	x	x	3%	x	-1%	x	x
- CCCCNC(=O)c1onc(CSc2ccc(F)cc2)c1C(=O)NCCCC
 : 7%	23%	4	9%	0%	-0.2%	-24%	4%	-4%	-8%	1%
- CCOC(=O)N1CCc2c(sc3[nH]c(=S)[nH]c(=S)c23)C1
 : -1%	-15%	-1	2%	1%	0.4%	15%	0%	-4%	3%	2%
- CCN(C[C@H]1N[C@@](Cc2ccccc2)(C(=O)OC)[C@H]2C(=O)N(Cc3ccccc3)C(=O)[C@@H]12)C(=O)c1ccc(F)cc1
 : -2%	12%	x	-4%	-2%	-1.3%	4%	2%	-5%	2%	13%
- Cc1ccc2[nH]c(=O)cc(C(=O)OCC(=O)c3ccccc3)c2c1
 : 6%	-3%	-6	20%	2%	-1.2%	-5%	3%	-1%	1%	7%
- C(=N\Nc1nncn1/N=C/c1ccco1)/c1ccco1
 : 1%	-3%	-12	2%	0%	-0.6%	0%	4%	-6%	-8%	-1%
- O=C(COC(=O)c1ccc(F)cc1)Nc1ccccc1N1CCOCC1
 : -2%	-7%	3	-2%	0%	-0.1%	9%	3%	-5%	-25%	-5%
- CCn1c(SCC(=O)c2ccc(C)cc2)nnc1-c1ccncc1
 : x	-7%	4	-1%	-2%	3.7%	0%	-3%	-3%	17%	1%
- Cc1ccc2cc(C#N)c(SCC(=O)N3CCCc4ccccc43)nc2c1C
 : 3%	30%	0	-2%	0%	0.2%	6%	3%	0%	7%	2%
- Cc1ccc(C2=NN3C(C2)c2ccccc2OC32C(=O)Nc3ccccc32)cc1 (centres undefined)
 : -7%	16%	3	-3%	u	2.8%	17%	1%	1%	-7%	x
- CCc1ccc(NC(=O)CCS(=O)(=O)c2ccc(Br)cc2)cc1
 : 14%	24%	30	-7%	-5%	-0.1%	-6%	0%	-5%	3%	-2%
- CCOc1ccc2nc(NC(=O)CCn3cccc3)sc2c1
 : -18%	-2%	4	0%	1%	-0.2%	62%	0%	2%	23%	14%
- C/C(=N\NC(=O)c1ccc(NS(=O)(=O)c2cccs2)cc1)c1ccc2c(c1)OCO2
 : 8%	1%	2	-3%	6%	-0.1%	-14%	2%	0%	9%	-1%
- COCCn1c(SCC(=O)c2ccc3c(c2)OCCO3)nnc1-c1ccco1
 : 3%	-5%	0	1%	-10%	0.2%	24%	2%	-3%	20%	-6%
- Cc1ccc(CC(=O)c2ccc(Cl)cc2)cc1
 : 0%	5%	12	-1%	u	-0.1%	92%	1%	0%	4%	12%
- FC(F)Oc1ccccc1NC(=S)NCc1ccco1
 : -4%	-18%[7.66 µM]	5	-2%	-2%	-0.2%	-1%	0%	-3%	-25%	-2%
- Cn1ccnc1SCC(=O)Nc1cccc([N+](=O)[O-])c1
 : 5%	5%	0	-2%	5%	0.2%	-3%	0%	-2%	6%	30%
- Cc1cc(N2CCCC2)ccc1/C=C1/C(=O)N(C)C(=S)N1C
 : 3%	13%	11	-4%	0%	6.2%	-53%	1%	1%	-27%	0%
- Cc1ccc(-c2ccc(C)c(N)c2C)c(C)c1N
 : 5%	4%	1	1%	-2%	0.0%	-18%	1%	-1%	6%	2%
- O=C(Nc1cccs1)Nc1ccc(F)cc1F
 : -11%	-32%	16	-2%	5%	-0.7%	52%	4%	-2%	7%	u
- COc1ccc(Cl)cc1NC(=O)c1[nH]c(C)c(C(C)=O)c1C
 : 2%	-9%	0	-3%	0%	0.4%	-18%	1%	0%	4%	6%
- COc1nc(OC)nc(N2CCC(C(=O)NCc3ccco3)CC2)n1
 : x	-3%	-4	5%	-1%	-1.0%	-17%	0%	-5%	-19%	-3%
- CCOC(=O)Cc1nc2nc(C)cc(C)n2n1
 : 3%	0%	1	2%	2%	-0.2%	-1%	13%	-1%	0%	-1%
- CCCc1cc(=O)oc2c3c(cc(OCC(=O)NCc4ccccn4)c12)OC(C)(C)CC3
 : 5%	0%	u	19%	-2%	-0.1%	-22%	3%	0%	-4%	-3%
- COC(=O)c1c(-c2cccc(OC)c2)csc1N
 : -11%	-23%	-4	3%	-4%	-0.7%	3%	2%	0%	0%	3%
- Cc1ccc(C)c(N2C(=O)CC(Cc3ccccc3)C2=O)c1 (centres undefined)
 : 0%	32%	0	3%	0%	-0.3%	30%	2%	-1%	-6%	x
- Cc1cc2oc(=O)cc(CN3CCc4ccccc43)c2cc1Cl
 : 2%	-22%	9	-8%	3%	0.0%	-36%	2%	1%	7%	-15%
- Cc1ccc(=O)n(C(C(=O)NCc2ccco2)C(=O)c2ccc(F)cc2)c1 (centres undefined)
 : 4%	12%	2	2%	-1%	-1.9%	-1%	0%	-6%	10%	2%
- CCOC(=O)CCNC(=O)N1CCCC(C(=O)c2cccc(Cl)c2)C1 (centres undefined)
 : 2%	21%	1	-7%	-2%	-0.2%	-6%	2%	1%	0%	-1%
- Cc1ccc(Nc2cc(C)nn2-c2nc(C)cc(C)n2)cc1
 : -1%	-15%	1	-13%	-2%	-0.3%	-41%	-6%	-4%	-5%	-5%
- COc1cccc(C(=O)NCCS(=O)(=O)NCCc2ccccc2)c1
 : 4%	-26%	13	2%	u	0.3%	u	-4%	-2%	4%	10%
- CCOC(=O)N1CCN(C(=O)C2CCN(C(=O)c3ccc([N+](=O)[O-])cc3)CC2)CC1
 : 5%	2%	-3	-2%	0%	0.4%	-3%	4%	-1%	-6%	10%
- O=C(C1CCCCC1)N1CCC(c2nc3c(nnn3Cc3c(F)cccc3Cl)c(=O)[nH]2)CC1
 : -2%	-14%	1	-7%	-3%	0.4%	-27%	-2%	-2%	-3%	-5%
- COCCCNC(=S)Nc1ccc2nc3n(c(=O)c2c1)CCCCC3
 : -1%	13%	5	8%	1%	-1.7%	-21%	3%	-6%	-18%	6%
- COc1ccc(Cl)cc1NC(=O)N1CCC(C)CC1
 : -1%	-50%[inhibitor]	27	-2%	0%	-0.1%	14%	2%	2%	10%	-1%
- CCCn1c(=O)c2ccccc2n2c(SCCOc3ccccc3)nnc12
 : u	16%	13	-8%	0%	-0.9%	-3%	0%	-3%	-3%	-4%
